IL-1B inflam inh = inhibitors of inflammasome signaling (IL-1 beta secretion); activity change, % at 57.5 µM; AID 743279; hit rate 4.7% among 360,000; THP-1 LPS/ATP IL-1B secretion, AlphaLISA, 16 h; active compounds read low; in the data active means activity change below about -50%; inconclusive means mostly about -30% to -49%; further: on the % scale 0 is the no-effect control and ±100 the full control effect
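THP-1 cells pretreated 1 hr with compounds (up to 57.5 uM final), then stimulated with LPS (250 ng/mL final) plus ATP (1.25 mM final); secreted IL-1B measured by AlphaLISA after 16 hr, decreased signal indicating inhibition.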
SW480 rerep = DNA re-replication induction in SW480 cells; hit rate 1.8% among 340,000; Potency, µM (doses to about 46.1 µM), without a hit: top-dose re-replication activation, most hits filed as activators; SW480 DNA re-replication, Hoechst DNA content imaging, 48 h; AID 624297; further: potency means the concentration at half of the fitted maximal effect; % of control where 0% means no effect; nearly all actives have a fitted effect of over 55% in size
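Compounds, transferred as 23 nL by pin tool, were incubated with cells for 48 hr; DNA content per nucleus was then quantified by Hoechst staining and fluorescence plate imaging.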
KB-V1 cytotox = kills drug-selected multidrug resistant KB-V1 cells. KB-V1 MDR cells viability, CellTiter-Glo, 72 h. Potency, µM (titrated, usually from 46.1 µM), for the others: top-dose activity change, negative = cytotoxicity, actives largely listed as cytotoxic. hit rate 3.4% among 400,000. AID 1347076; further: potency means the concentration at half of the fitted maximal effect; on the % scale 0 is the no-effect control and ±100 the full control effect; nearly all actives have a fitted effect of over 60% in size
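Cytotoxicity via CellTiter-Glo luminescence after 72 h compound exposure at 37 degrees C. Cells: drug-selected KB-V1 line, DMEM phenol-red free plus 10% FBS. Compounds tested at multiple concentrations; normalized data fitted to concentration-effect curves.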
KB-3-1 cytotox = KB-3-1 parental cell cytotoxicity | KB-3-1 viability, CellTiter-Glo ATP luminescence, 72 h | Potency, µM (series often up to 46.1 µM), without a hit: at the highest dose activity change, negative = cytotoxic, actives largely listed as cytotoxic | hit rate 1.4% among 400,000 | AID 1347075; further: potency means the concentration at half of the fitted maximal effect; on the % scale 0 is the no-effect control and ±100 the full control effect; nearly all actives have a fitted effect of over 60% in size
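Parental KB-3-1 adenocarcinoma cells in phenol-red-free DMEM with 10% FBS were pin-treated with compounds at several concentrations, incubated 72 h at 37 °C, and viability read by CellTiter-Glo luminescence; concentration-effect curves were fitted after normalization.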
MCF10A rerep = inducers of DNA re-replication in MCF 10A breast cells; MCF 10A DNA re-replication, Hoechst nuclear intensity, 48 h; Potency, µM (top dose mostly 46.1 µM), inactives show at the top dose activity, positive = re-replication, most hits filed as activators; hit rate 2.9% among 350,000; AID 624296; further: potency means the concentration at half of the fitted maximal effect; % of control where 0% means no effect; nearly all actives have a fitted effect of over 50% in size
ATXN2 expr inh = ATXN2 expression inhibition. Potency, µM (highest dose often 57 µM), for inactives: at the highest dose activity change, negative = inhibition, actives largely listed as inhibitors. HEK-293 ATXN2-luciferase reporter, luminescence, 24 h. hit rate 0.72% among 360,000; further: potency means the concentration at half of the fitted maximal effect; on the % scale 0 is the no-effect control and ±100 the full control effect; nearly all actives have a fitted effect of over 55% in size
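ATXN2-luciferase reporter cells (luciferase flanked by upstream and downstream ATXN2 gene portions) were treated 24 h at 37 °C with compounds at up to 57 uM. SteadyGlo luminescence gave expression; GF-AFC fluorescence gave viability.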
HT1080 IDH1KD tx = toxicity to HT-1080 IDH1 knockdown cells (counter line); HT-1080 IDH1 knockdown viability, ATP luminescence, 48 h; Potency, µM (series often up to 46.1 µM), without a hit: top-dose activity, negative = toxicity, most hits filed as cytotoxic; hit rate 2% among 360,000; AID 686971;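 further: potency means the concentration at half of the fitted maximal effect; 0% = DMSO wells and -100% = cell-free medium wells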
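HT-1080-IDH1KD cells (IDH1 knocked down), 750/well in RPMI with 5% FBS, treated with compound 48 h at 37 degrees C. Viability by CellTiter-Glo luminescence, normalised to DMSO and no-cell wells; concentration-response curves classed.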
ATXN viability = cell viability loss in ATXN counter-screen; S2 cells (HEK-293 line with an ATXN2-luciferase reporter) viability, CellTiter-Fluor protease fluorescence, 24 h; Potency, µM (top dose mostly 56.7 µM), most hits filed as cytotoxic; hit rate 0.49% among 400,000; AID 651635; further: potency means the concentration at half of the fitted maximal effect; nearly all actives have a fitted effect of over 40% in size
HT1080-NT tox = kills 2HG-producing HT-1080-NT fibrosarcoma cells. HT-1080-NT fibrosarcoma viability, CellTiter-Glo ATP luminescence, 48 h. Potency, µM (doses to about 46.1 µM), for inactives: at the highest dose activity, negative = less viability, hits mostly cytotoxic. hit rate 1.6% among 360,000. AID 686970;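 further: NT is the 2HG producing partner of a matched IDH1 knockdown line; potency means the concentration at half of the fitted maximal effect; 0% = DMSO-treated cells and -100% = media-only wells without cells; nearly all actives have a fitted effect of over 55% in size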
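Compounds were tested in concentration-response format on HT-1080-NT cells for 48 hours at 37 degrees C. Cell viability came from CellTiter-Glo luminescence; curves were classified by r2, response magnitude and activity.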
Numbers without * were called inactive; i = inactive; ? = inconclusive; . = not tested or not shown; [ ] = another dose, or the depositor's remark. Unless noted, the call rests on the fitted dose curve; in most records, active means well fitted curve in the direction sought with a large enough effect; inconclusive means small, poorly fitted or top-dose-only effect, or another doubt; inactive means no such curve, though single readings can be large; an effect the other way counts as inactive or inconclusive.

entry	structure	ATXN2 expr inh	KB-V1 cytotox	HT1080 IDH1KD tx	ATXN viability	MCF10A rerep	HT1080-NT tox	KB-3-1 cytotox	SW480 rerep	IL-1B inflam inh
1	Cc1ccc(OC(=O)CCC(=O)Nc2ccc(S(=O)(=O)Nc3cc(C)on3)cc2)cc1	0%	1%	7%	i	24%	5%	1%	2%	0
2	Cn1ccnc1C(O)c1ccco1 (centres undefined)	2%	14%	6%[9.24 µM]	i	?	-10%	8%	-5%	7
3	Cc1nn(-c2ccccc2)c(C)c1/C=C/C(=O)OCC(=O)Nc1ccc(S(N)(=O)=O)cc1	-6%	-8%	-2%	i	16%	-1%	-4%	9%	-4
4	S=C(Nc1cccnc1)Nc1ccccc1Br	-5%	-3%	14%	i	-2%	14%	0%	-1%	-3
5	Cc1ccc(OCC(=O)Nc2cccc(S(=O)(=O)N3CCCCCC3)c2)cc1C	-4%	?	-1%	i	6%	0%	1%	-2%	-10
6	Cc1ccc(S(=O)(=O)Nc2nc3ccccc3nc2NCc2ccc3c(c2)OCO3)cc1C	6%	?	11%	i	1%	14%	-1%	-9%	-1
7	Cc1nc2ccccn2c1-c1csc(NCc2ccco2)n1	-1%	?	-25%	?	10%	-27%	-9%	-8%	?
8	COc1cccc(CNc2nc3cc(-c4ccc(OC)c(OC)c4)sc3c(=O)n2C)c1	-5%	-20%	10%	i	.	-6%	-3%	.	14
9	CN1CCN(C(=O)C2CC(=O)N(c3ccc(Cl)cc3)C2)CC1 (centres undefined)	-13%	?	1%	i	-13%	3%	21%	-13%	19
10	COc1cccc(-n2c(=S)sc3c(=O)n(-c4ccccc4C)c(SCC(=O)O)nc32)c1	7%	4%	0%	i	0%	-2%	2%	-2%	-2
11	COc1cccc(CN(CC2CCCO2)S(=O)(=O)c2ccc(-n3cnnn3)c(OC)c2)c1 (centres undefined)	4%	?	5%	i	30%	-1%	18%	-1%	-3
12	O=C(NCCNC(=O)c1ccccc1F)c1ccccn1	12%	14%	15%	i	-8%	4%	-1%	-16%	-1
13	CCCCCCn1c(CN2CCCCC2CC)nc2c1c(=O)n(C)c(=O)n2C (centres undefined)	-18%	9%	0%	i	-1%	6%	13%	-3%	23
14	N#CCCn1c(SCC(=O)NCCc2ccc(F)cc2)nc2ccccc21	-6%	-12%	7%	i	5%	1%	4%	-3%	8
15	O=C(COC(=O)C1CC(=O)N(Cc2ccco2)C1)c1ccc(OC(=O)c2ccco2)cc1 (centres undefined)	-3%	0%	0%	i	-4%	-10%	0%	-5%	17
16	CN(C)S(=O)(=O)c1cccc(COC(=O)CCNC(=O)c2ccc([N+](=O)[O-])cc2)c1	.	-15%	-1%	i	1%	1%	0%	-3%	-7
17	C/C(=N\NC(=O)c1cccc(S(=O)(=O)N2CCCC2)c1)c1ccccc1F	7%	?	3%	i	0%	2%	19%	3%	4
18	O=C(Cc1ccc(S(=O)(=O)N2CCOCC2)s1)NCCOc1ccccc1	1%	9%	8%	i	1%	9%	7%	-1%	3
19	COC(=O)/C=C1/S/C(=N/NC(=O)c2ccccc2C)NC1=O	1%	6%	0%	i	2%	26%	7%	-8%	1
20	CC(C)c1ccc(C2/C(=C(/O)c3ccccc3)C(=O)C(=O)N2CCCN2CCOCC2)cc1 (centres undefined)	6%	?	20%	i	?	10%	-3%	-21%	-4
21	O=C(CC1C(=O)NCCN1Cc1ccc(F)cc1Cl)NC1CCCCCCC1 (centres undefined)	1%	1%	9%	i	0%	0%	3%	6%	2
22	CC(=O)Nc1cccc(-c2csc(C(NC(C)=O)c3ccc(F)c(F)c3)n2)c1 (centres undefined)	0%	3%	1%	i	.	23%	0%	.	-4
23	CN(C)CCOC(=O)c1ccc2c(c1)S(=O)(=O)c1ccccc1C2=O	28%	20%	-1%	i	-3%	0%	15%	-7%	20
24	CCOc1cc(/C=C2\SC(=NC)N(C)C2=O)c(Br)cc1OC(C)=O	.	?	4%	i	-2%	13%	-16%	-3%	15

Rewritten with two lines to a compound: part of the list above.
Each structure is followed by: ATXN2 expr inh | KB-V1 cytotox | HT1080 IDH1KD tx | ATXN viability | MCF10A rerep | HT1080-NT tox | KB-3-1 cytotox | SW480 rerep | IL-1B inflam inh
19. COC(=O)/C=C1/S/C(=N/NC(=O)c2ccccc2C)NC1=O
  1% | 6% | 0% | i | 2% | 26% | 7% | -8% | 1
20. CC(C)c1ccc(C2/C(=C(/O)c3ccccc3)C(=O)C(=O)N2CCCN2CCOCC2)cc1 (centres undefined)
  6% | ? | 20% | i | ? | 10% | -3% | -21% | -4

Next section:
entry	structure	ATXN2 expr inh	KB-V1 cytotox	HT1080 IDH1KD tx	ATXN viability	MCF10A rerep	HT1080-NT tox	KB-3-1 cytotox	SW480 rerep	IL-1B inflam inh
25	COc1ccc(N2CCN(C(=O)CSc3nnc(NC(=O)C4CC4)s3)CC2)cc1	9%	-20%	12%	i	1%	20%	3%	-2%	13
26	CC(C)c1ccc(C(=O)Nc2ccc(-c3nc4ccccc4s3)c(Cl)c2)cc1	5%	-1%	.	i	.	.	-7%	.	.
27	CC(C)Cc1nc(S(=O)(=O)c2ccc(Cl)cc2)c(N2CCOCC2)o1	8%	?	15%	i	18%	15%	13%	-11%[9.22 µM]	14
28	Cc1c(C2=CCN(S(=O)(=O)c3ccc(Cl)cc3)CC2)c2ccccc2n1CC(=O)N1CCCC1	-9%	-36%	.	i	.	.	-14%	.	.
29	Cc1c(NC(=S)N2CCN(c3ccc(F)cc3)CC2)c(=O)n(-c2ccccc2)n1C	-15%	-3%	-1%	?	?	1%	14%	-65%[inhibitor]	18
30	NC(=O)C1CCN(c2ncnc3c2c(-c2ccccc2)cn3-c2ccccc2)CC1	?	?	1%	i	27%	2%	-25%	-1%	-18
31	CC1(OC(=O)CCc2ccccc2)C(=O)C=C2C=C(c3ccc(C#N)cc3)N(CC3CC3)C=C2C1=O (centres undefined)	-9%	?	?	i	4%	-4%	-18%	-113%[inhibitor][9.22 µM]	-16
32	Cc1cc(SCc2cc(=O)[nH]c3ccccc23)nc2ccccc12	3%	0%	?	i	?	-20%	-3%	1%	45
33	CCCOc1ccc(C2C(C(=O)OC)=CN(CCOC)C=C2C(=O)OC)cc1	-8%	-27%	14%	.	6%	1%	3%	-1%[9.22 µM]	-19
34	CCCCCC(C)n1[nH]c(=O)c2c(C)cc(C)nc21 (centres undefined)	0%	32%	5%	i	5%	4%	20%	-23%	-3
35	CC1C(=O)N2CCCc3cc(NC(=O)C(=O)NCCCc4ccccc4)cc1c32 (centres undefined)	6%	?	-19%	i	20%	-8%	?	-3%	7
36	Cc1ccc(-c2cc(C(=O)O)c3ccccc3n2)s1	8%	-2%	-26%	i	2%	-20%	-9%	3%	32
37	O=C(c1ccco1)N1CCN(c2c(-c3ccccc3)c3cc(Cl)ccc3[nH]c2=O)CC1	?	-6%	?	.	14%	?	-2%	-2%	-20
38	COc1cccc(/C=C/C(=O)Nc2ccc3[nH]c(=O)[nH]c3c2)c1	.	6%	9%	i	16%	?	28%	-9%	114
39	CCN(CC(=O)Nc1c(F)cccc1F)C(=O)Cc1ccccc1	.	6%	1%	i	7%	12%	1%	15%	-9
40	CC1(C)Cc2ccccc2C(COc2ccccc2)=N1	-21%	-5%	0%	i	?	-12%	0%	8%	-73*
41	O=C(NNC(=O)c1ccccc1Br)c1ccc(Cl)cc1	13%	-6%	0%	i	?	5%	-13%	11%	9
42	CNC(=S)N(Cc1ccc(OC)cc1)Cc1cc2cc(C)ccc2[nH]c1=O	10%	22%	0%	i	?	5%	6%	-54%[inhibitor]	8
43	NC(=O)CSc1ccc(-c2ccc(F)cc2)nn1	.	0%	4%	i	-3%	1%	0%	2%	-5
44	CC1(c2ccc(Cl)cc2)NC(=O)N(CC(=O)NC2CCCCC2)C1=O (centres undefined)	8%	14%	-1%	i	-2%	3%	6%	-1%	6
45	COC(=O)c1ccc(-c2ccc(/C=N/N3C(=O)C4C5C=CC(C6CC56)C4C3=O)o2)cc1 (centres undefined)	11%	-28%	-3%	i	?	-3%	6%	-2%	-57*
46	CCOc1ccc(C2NC(=S)NC3=C2CCc2ccccc23)cc1 (centres undefined)	13%	-23%	?	i	?	?	-20%	-35%[inhibitor]	7
47	O=C(Nc1ccc(N2CCOCC2)cc1)c1csc([C@H]2C[C@H](O)[C@@H](CO)O2)n1	11%	14%	8%	i	.	17%	0%	.	-10
48	COC(=O)C1CCN(C(=O)/C=C/c2ccc3c(c2)OCO3)CC1	-5%	-18%	0%	i	-3%	-7%	-3%	-4%	23
49	O=C(COc1ccccc1)N1CCN(S(=O)(=O)c2ccc(Cl)cc2)CC1	-3%	-19%	3%	i	-8%	7%	-13%	-9%	22
50	CCOc1ccc(OCC(=O)Nc2ccccc2N2CCCC2)cc1	-18%	?	-26%	i	?	-17%	?	?	-7
51	Cc1cccc2cc(CN(Cc3ccccc3)C(=S)NCCCN(C)C)c(=O)[nH]c12	-34%	-15%	-19%	?	-12%	-15%	-6%	17%	-85*
52	CNC(=S)N1CCN(c2nc(-c3cccc(OC)c3)cs2)CC1	-24%	-7%	-2%	i	14%	-16%	-8%	?	0
53	CC1(C)CC(NC(=O)c2ccccc2Cl)CC(C)(C)N1	-15%	11%	11%	i	-3%	11%	-1%	5%	-5
54	CCc1ccccc1NC(=O)CN1CCN(C(=O)CNC(=O)c2ccc(N3CCCC3=O)cc2)CC1	-18%	-6%	13%	i	8%	6%	23%	-2%	-3
55	O=C(C[C@H]1C[C@H](C(=O)N2CCOCC2)[C@@]2(CCC3CCCC3)c3[nH]c4ccc(Cl)cc4c3CCN2C1=O)NCCCn1ccnc1	?	27%	?	.	?	?	?	4%	-59*
56	COc1cccc(C(c2nnnn2Cc2ccccc2)N2CCN(C3CCCC3)CC2)c1OC (centres undefined)	-12%	?	-7%	i	7%	-3%	-18%	-1%	-12
57	COc1cc(NC(=O)CN2CCCCC2)c(C)cc1[N+](=O)[O-]	14%	-16%	19%	i	19%	15%	12%	5%	6
